# TRPC4 agonist: opens the mouse TRPC4 cation channel. HEK293 TRPC4beta/mu-opioid, Fluo4 calcium fluorescence; hits give high values. B-score at 10 µM. 310,000 tested, 0.49% active;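 active means B-score above 5 SD of library B-scores, and initial fluorescence ratio not above library mean plus 5 SD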;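 further: positive B-score marks a calcium rise read as TRPC4 activation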
#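 Material: HEK293 stable line with TRPC4beta plus mu-opioid receptor; technique: Fluo4 calcium-sensitive dye fluorescence, kinetic, 1 Hz baseline; timing: Fluo4 dye loading 45 min at room temperature, 110 s recording; controls: assay buffer as low control, maximal DAMGO as high control; read-out: integrated baseline-normalised fluorescence ratio, converted to per-well B score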
# IEC-6 tox: counter-screen for KLF5 inhibitors: cytotoxicity in IEC-6 cells | IEC-6 cytotoxicity, luminescence viability | inhibition, % at 5 µM | 290,000 tested, 0.78% active | AID 1825; in the data active means inhibition above about 22%;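 further: 0% = plate median of test compound wells and 100% = cytotoxic reference compound wells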
# TRPC6 inh: mouse TRPC6 channel inhibition; HEK293-TRPC6, membrane potential dye, ACh-evoked depolarization; hits give low values; Q61143; 310,000 tested, 1.1% active; AID 2553; B-score at 10 µM;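 active means B-score under library mean minus 3 SD, initial fluorescence not abnormally high, positive integrated signal ratio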;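 further: B-score derived from integrated fluorescence ratio over the kinetic read; more negative B-score means stronger inhibition of depolarization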
# aSyn UTR inh: 5' untranslated region of α-synuclein, MLPCN primary screen; alpha-synuclein 5'UTR reporter, inhibitor activity; inhibition, % (tested at 7.5 µM); 300,000 tested, 0.82% active; AID 1813; in the data active means inhibition above about 60%;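 further: H4 neuroglioblastoma cells stably carrying SNCA 5'UTR luciferase fusion; 0% = DMSO wells and 100% = positive control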
# TRPC6 activator: mouse TRPC6 channel activation | 310,000 tested, 0.13% active | B-score at 10 µM | AID 2550 | HEK293-TRPC6 membrane potential dye fluorescence; hits give high values;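 active means B-score of the integrated fluorescence ratio above library mean plus 3 SD, and starting fluorescence ratio within library mean plus 5 SD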;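 further: higher score means more depolarization so channel activation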
# KLF5 inhibitor: kruppel-like factor 5 inhibition; 290,000 tested, 0.23% active; inhibition, % at 5 µM; DLD-1 KLF5 promoter-luciferase reporter, luminescence;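 active means inhibition above a per-plate limit of that plate's mean compound inhibition plus 3 SD, cut at about 60% in these data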;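 further: 0% = DMSO wells and 100% = LY294002 at 200 µM; higher means less KLF5 promoter-driven luciferase light; inactives centre near -14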
# MrgX1 antag: blocks BAM8-22 activation of human MrgX1 receptor; MRGX1-HEK293 calcium flux, Fluo-4, BAM8-22 antagonism; hits give low values; AID 588676; Q96LB2; B-score at 10 µM; 310,000 tested, 1.3% active;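 active means calcium-response B-score plate-corrected more than 3 library SD below zero, starting fluorescence within 5 deviations, no agonist response on first addition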;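 further: peak minus trough fluorescence over baseline after final BAM8-22 challenge near maximal dose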
# Target sequence (Q96LB2 whole entry, looked up): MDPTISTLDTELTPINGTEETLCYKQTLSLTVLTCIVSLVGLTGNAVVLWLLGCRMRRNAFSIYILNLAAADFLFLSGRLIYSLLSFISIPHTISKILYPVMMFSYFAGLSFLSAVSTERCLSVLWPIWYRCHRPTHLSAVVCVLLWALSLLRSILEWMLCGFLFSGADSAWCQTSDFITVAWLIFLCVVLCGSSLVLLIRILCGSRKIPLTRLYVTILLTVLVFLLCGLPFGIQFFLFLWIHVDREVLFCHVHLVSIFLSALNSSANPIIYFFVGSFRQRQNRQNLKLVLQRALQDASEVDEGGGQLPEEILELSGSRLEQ
# SKKanGAS inh: inhibitors of SKKanGAS S. pyogenes growth in kanamycin (SK-promoter or general growth effect); BacTiter-Glo, 6 h; inhibition, % at 7.5 µM; 300,000 tested, 1.3% active; AID 1662;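 active means mean replicate score, as percent of positive control median, at least 50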;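 further: strain carries kanamycin resistance gene driven by streptokinase promoter and grows in 40 µg/ml kanamycin; loss of luminescence reflects streptokinase promoter inhibition or plain growth inhibition; 0% = median of DMSO wells and 100% = positive control at its reference dose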
# HIF activator: HIF pathway transcriptional activation | U2OS HRE-luciferase reporter, luminescence; normalized: DMSO 0%, desferrioxamine 100% | activation, % at 7.5 µM (by protocol) | 300,000 tested, 0.32% active;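 active means mean activation of at least 10% of the iron chelator positive control signal, with at least half of replicates also reaching 10%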
# TRPC4 PAM: TRPC4 (mouse) allosteric potentiation. HEK293 TRPC4beta/mu-opioid, DAMGO EC20, Fluo-4 Ca2+ flux; hits give high values. AID 2227. 310,000 tested, 0.42% active. B-score at 10 µM;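 active means B-score of calcium response area above 5 SD of library B-scores, with initial fluorescence ratio within 5 SD of library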;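 further: B-score of integrated fluorescence ratio over time as area under calcium response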
# TRPC4 block: TRPC4 (mouse) channel inhibition; Q9QUQ5; HEK293 TRPC4beta/mu-opioid, DAMGO-evoked Fluo4 calcium flux; hits give low values; B-score at 10 µM; 300,000 tested, 0.39% active;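 active means B-score over 3 SD under the library average, no early fluorescence shift, positive overall ratio signal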
#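 Signal: kinetic Fluo4 fluorescence imaging of calcium influx. Material: stable TRPC4beta/mu-opioid receptor HEK293 cells. Probe or stimulus: DAMGO in two steps, submaximal then maximal.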
# Starred values were filed as active, the others as inactive; i = inactive; . = no result given.
SMILES,TRPC4 agonist,IEC-6 tox,TRPC6 inh,aSyn UTR inh,TRPC6 activator,KLF5 inhibitor,MrgX1 antag,SKKanGAS inh,HIF activator,TRPC4 PAM,TRPC4 block
NC(=O)NC(Cc1ccccc1)C(=O)Nc1ccc(S(N)(=O)=O)cc1 (stereo not drawn),i,-9,i,-15,i,-43,i,-1,-0.3,i,i
CN(C)S(=O)(=O)c1ccc(C(=O)NCc2ccc3[nH]c4c(c3c2)CCCC4)cc1,i,-6,i,15,i,-10,i,-1,-0.1,i,i
CCOCCCNC(=O)c1ccc(NC(=O)C2CCCO2)cc1 (stereo not drawn),i,4,i,-27,i,12,i,1,0.7,i,i
Cc1ccc(NC(=O)CNC(=O)c2ccco2)c(Cl)c1,i,1,i,-1,i,-41,i,-6,-0.8,i,i
CCOc1ccccc1N(CC(=O)NC1CCCC1)C(=O)CNC(=O)c1cccs1,i,-1,i,-3,i,-33,i,0,0.0,i,i
CCOC(=O)/C=C/C(=O)OCC(=O)N1CCN(C(=O)c2ccco2)CC1,i,-2,i,7,i,-30,i,-2,-0.2,i,i
CC(=O)c1ccc(NC(=S)NCCCn2ccnc2)cc1,i,-1,i,9,i,-29,i,0,0.0,i,i
COc1ccc(C(=O)Nc2ccc(N3CCN(C(=O)c4ccccc4)CC3)cc2)cc1[N+](=O)[O-],i,1,i,3,i,-44,i,7,-0.6,i,i
Cc1onc(-c2ccccc2)c1C(=O)Nc1ccc(C(=O)N2CCCCC2)cc1,i,-1,i,5,i,-28,i,-2,-1.5,i,i
O=C(NCCN1CCN(c2ccccc2)CC1)c1cccn2c(=O)c3cc(Cl)ccc3nc12,i,6,i,-21,i,-3,i,20,0.3,i,i
CCOc1ccc(CCNC(=O)c2cnccn2)cc1OCC,i,-2,i,29,i,-19,i,-1,-0.4,i,i
CCOCCCNC(=O)CN1C(=O)C(CC)Oc2ccccc21 (stereo not drawn),i,3,i,16,i,-34,i,2,0.0,i,i
CCN(CC)S(=O)(=O)c1ccc(S(=O)(=O)N2CCN(C(=O)c3ccco3)CC2)cc1,i,-2,i,5,i,-36,i,-7,-0.2,i,i
O=C(NNC(=O)c1ccccc1[N+](=O)[O-])c1cnccn1,i,-2,i,36,i,-6,i,0,-0.2,i,i
N#CCCNC(=O)CCN1CCCCC1,i,0,i,-27,i,-23,i,-3,-0.2,i,i

# 6 compounds picked at random from those above:
SMILES,TRPC4 agonist,IEC-6 tox,TRPC6 inh,aSyn UTR inh,TRPC6 activator,KLF5 inhibitor,MrgX1 antag,SKKanGAS inh,HIF activator,TRPC4 PAM,TRPC4 block
CCOc1ccccc1N(CC(=O)NC1CCCC1)C(=O)CNC(=O)c1cccs1,i,-1,i,-3,i,-33,i,0,0.0,i,i
O=C(NNC(=O)c1ccccc1[N+](=O)[O-])c1cnccn1,i,-2,i,36,i,-6,i,0,-0.2,i,i
CCOCCCNC(=O)CN1C(=O)C(CC)Oc2ccccc21 (stereo not drawn),i,3,i,16,i,-34,i,2,0.0,i,i
CCN(CC)S(=O)(=O)c1ccc(S(=O)(=O)N2CCN(C(=O)c3ccco3)CC2)cc1,i,-2,i,5,i,-36,i,-7,-0.2,i,i
CCOCCCNC(=O)c1ccc(NC(=O)C2CCCO2)cc1 (stereo not drawn),i,4,i,-27,i,12,i,1,0.7,i,i
CC(=O)c1ccc(NC(=S)NCCCn2ccnc2)cc1,i,-1,i,9,i,-29,i,0,0.0,i,i

# (cont.)
SMILES,TRPC4 agonist,IEC-6 tox,TRPC6 inh,aSyn UTR inh,TRPC6 activator,KLF5 inhibitor,MrgX1 antag,SKKanGAS inh,HIF activator,TRPC4 PAM,TRPC4 block
C[C@]12CC[C@@H]3c4ccc(O)cc4CC[C@H]3[C@@H]1C[C@@H](O)[C@@H]2O,i,-4,i,11,i,-15,i,-5,-0.1,i,i
Cc1ncc(CSc2ccc(Cl)cc2)c(CO)c1O,i,0,i,2,i,-9,i,18,1.0,i,i
O=C(OCn1nnc2ccccc2c1=O)c1ccc(O)cc1,i,0,i,1,i,-31,i,-1,0.1,i,i
CCN(CC)S(=O)(=O)c1ccc(C(=O)Nc2cc3oc4ccccc4c3cc2OC)cc1,i,2,i,4,i,8,-6.8*,-1,-0.3,i,i
O=C(COC(=O)c1ccccc1C(=O)c1ccc(Cl)cc1)NC(c1ccccc1)c1ccccc1,i,0,i,4,i,-20,i,3,-0.1,i,i
COc1ccc2[nH]c(=O)c(CN(Cc3ccc(C)cc3)Cc3nnnn3CC3CCCO3)cc2c1 (stereo not drawn),i,0,i,32,i,-3,i,13,0.1,i,i
CCOC(=O)N1CCN(Cc2nc(-c3ccc(C)cc3)no2)CC1,i,-6,i,-7,i,-55,i,-7,1.2,i,i
O=C(NCCOc1ccccc1-c1ccccc1)c1ccco1,i,9,i,-18,i,6,i,-8,-0.4,i,i
CC1=C(C(=O)Nc2cccnc2)C(c2ccccn2)n2nnnc2N1 (stereo not drawn),i,6,i,2,i,-17,i,-8,-0.5,i,i
CCC1C(=O)CC(c2ccc([N+](=O)[O-])cc2)NC1c1ccc([N+](=O)[O-])cc1 (stereo not drawn),i,-2,i,0,i,16,i,4,-0.7,i,i
COc1ccc(OC)c(NC(=O)NNC(=O)CCCOc2ccc(Cl)cc2C)c1,i,-6,i,-11,i,9,i,2,-0.2,i,.
CC1=C(C(=O)OCc2ccccc2)C(c2ccc(N3CCOCC3)cc2)NC(=O)N1 (stereo not drawn),i,-1,i,12,i,-4,i,10,0.0,i,i
c1cc2c(cc1Cn1cnnn1)OCO2,i,-1,i,-7,i,-19,i,-3,-3.2,i,i
CCCCn1c(N)c(N(CCC(C)C)C(=O)c2cc(CC)c(C)s2)c(=O)[nH]c1=O,i,.,i,3,i,.,i,3,0.9,i,i
Cc1cnc(C(=O)Nc2nnc(SCc3c(Cl)cccc3Cl)s2)cn1,i,3,i,11,i,-7,i,102*,-0.3,i,i
CCOC(=O)c1c2c(n(C)c1COC)C(=O)C(=O)c1ccc(Br)cc1-2,i,-2,i,92*,i,-15,i,88*,0.4,i,i
CCc1ccc(S(=O)(=O)Nc2ccc(-c3nc4cccnc4s3)cc2)s1,i,3,i,-98,i,-52,i,19,2.8,i,i
O=C(NCC(O)COc1ccc([N+](=O)[O-])cc1)Nc1ccccc1 (stereo not drawn),i,4,i,-34,i,-14,i,30,0.3,i,i
COc1ccc(C(=O)OC(C)C(=O)NC(C)CCc2ccccc2)c(OC)c1 (stereo not drawn),i,3,i,6,i,-4,i,3,-0.4,i,i
O=C(Nc1cccc(Cl)c1)NC1CC2CCC(C1)N2Cc1ccco1 (stereo not drawn),i,2,i,12,i,-7,i,-12,0.6,i,i
CC(C)(C)c1ccc(S(=O)(=O)N2CCN(c3ncccn3)CC2)cc1,i,-2,i,-1,i,-1,i,0,0.2,i,i
COc1ccc(N2C(=O)CNC2=S)cc1,i,0,i,5,i,-8,i,2,-0.3,i,i
O=S(=O)(c1ccc(Cl)cc1)n1nnc2ccccc21,i,5,i,2,i,5,i,3,-0.4,i,i
COc1cccc(OC)c1C(=O)Nc1ccc2c(c1)OCCO2,i,2,i,0,i,-16,i,-12,0.4,i,i
O=C(CCCOc1ccc(Cl)cc1Cl)Nc1ncccn1,i,-8,i,-28,i,-17,i,-11,0.3,i,i
CC(=O)Nc1ccc(S(=O)(=O)Nc2cccc(NC(=O)C(C)(C)C)c2)cc1,i,-1,i,-10,i,-11,i,-13,-0.9,i,i
Cc1c(Cc2ccc3c(c2)OCO3)sc(NC(=O)c2ccccc2)c1C(N)=O,i,1,i,20,i,15,i,3,0.6,i,i
O=C(CN1C(=O)NC2(CCCC2)C1=O)OCCOc1ccccc1,i,-6,i,5,i,-8,i,37,-0.4,i,i
O=C(CCc1cccc(Cl)c1)N1CCCC(Nc2ccccc2)C1 (stereo not drawn),i,-1,-8.6*,-10,i,-17,i,-9,-0.3,i,i
COc1ccc(C(=O)NCC(=O)OC2CCCCC2=O)cc1 (stereo not drawn),i,0,i,9,i,-39,i,16,-0.2,i,i
Cc1ccc(NC(=O)c2cc(C)n(-c3ccccc3)c2C)cc1,i,-2,i,106*,i,50,i,-1,-3.6,i,i
CCCS(=O)(=O)c1c(S(=O)(=O)CCC)c2ccc(C(C)=O)cn2c1C(=O)OC,i,2,i,5,i,-10,i,-7,0.1,i,i
CCS(=O)(=O)Nc1ccc(NC(C)=O)cc1,i,2,i,15,i,-33,i,0,1.2,i,i
CCC1(CC)Cc2ccccc2-c2nc(NCCCO)[nH]c(=O)c21,i,-9,i,-2,i,8,i,3,-0.4,i,i
COc1ccc(Br)c(C(=O)NCC2CCCCC2)c1,i,1,-5.2*,-6,i,0,i,-1,-0.2,i,i
CCOc1ccc(NC(=O)Cn2nnc(C(=O)NCc3ccccc3OC)c2N)cc1,i,-4,i,22,i,1,i,-2,-0.4,i,i
COC(=O)c1ccccc1NC(=S)NC(=O)COc1ccc(C)cc1,i,-3,i,-1,i,-3,i,7,0.1,i,i
COc1ccccc1C(NC(=O)CC(C)C)c1c(O)ccc2ccccc12 (stereo not drawn),i,-7,i,13,i,-30,i,4,0.8,i,i
O=C(c1ccc(S(=O)(=O)c2ccccc2Cl)c([N+](=O)[O-])c1)N1CCCCCC1,i,2,i,-98,i,2,i,-12,-0.3,i,i
CCC1(CC)Cc2ccccc2-c2nc3ccccc3c(=O)n21,i,2,i,19,i,-4,i,12,-1.3,i,i
COc1ccc(CNC(=O)C2=CC(c3ccc(OC)cc3)=NS(=O)(=O)N2C)cc1,i,-2,i,21,i,-10,i,0,-0.4,i,i
COCCCNC(=S)NC1CC2CCCC(C1)N2Cc1cccs1 (stereo not drawn),i,-4,i,16,i,-5,i,-6,-0.4,i,i
CC(C)C[C@H]1COCCS(=O)(=O)N1Cc1cccc(Cl)c1,i,.,i,38,i,.,i,-1,0.2,i,i
COc1ccc(-c2nn3c(COc4ccccc4)nnc3s2)cc1OC,i,-2,i,39,i,12,i,4,0.2,i,i
Cc1ccc(S(=O)(=O)NC(C)C(c2cccs2)N2CCN(C)CC2)cc1 (stereo not drawn),i,1,i,-1,i,5,i,-3,.,i,i
